Screening results (PubChem BioAssay)
EPAC1 antag = antagonists of human EPAC1. EPAC1 GEF assay, Rap1b-BODIPY-GDP exchange fluorescence. 360,000 tested, 0.14% active. Potency, µM (top dose mostly 115 µM), without a hit: at the top dose activity change, negative = inhibition, usual class: inhibitors;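 also: potency is read from the fitted curve at half-maximal effect; plate controls were vehicle for no effect and positive control for full effect; nearly all actives have a fitted effect of over 50% in size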
PI5P4Ka inh = blocks human PI5P4K alpha kinase activity; PI5P4Kalpha enzyme, ADP-Glo luminescence, 60 min; stronger effect = lower value; P48426; max response, %; 330,000 tested, 1.2% active; active = max response of -50% or lower; inconclusive = between -30% and -50%; inactive = -30% or higher; also: value at the top dose of about 77 µM; % is scaled to controls: 0 for no effect and ±100 for the full control effect
Target sequence (P48426 whole entry, looked up): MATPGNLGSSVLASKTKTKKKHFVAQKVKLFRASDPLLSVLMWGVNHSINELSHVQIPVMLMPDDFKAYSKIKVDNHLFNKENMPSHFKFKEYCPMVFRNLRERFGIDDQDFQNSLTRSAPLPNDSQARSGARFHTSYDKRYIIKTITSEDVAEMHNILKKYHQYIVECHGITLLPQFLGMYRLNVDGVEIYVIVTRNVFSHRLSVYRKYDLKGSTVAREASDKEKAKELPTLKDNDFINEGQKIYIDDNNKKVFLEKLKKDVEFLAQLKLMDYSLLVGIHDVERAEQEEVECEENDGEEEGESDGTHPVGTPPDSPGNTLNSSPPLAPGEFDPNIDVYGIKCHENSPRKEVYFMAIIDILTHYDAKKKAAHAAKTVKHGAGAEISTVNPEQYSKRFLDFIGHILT
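Quantitative HTS of the MLSMR library against PI5P4Kalpha with substrate. ATP added last at 5 microM final; room temperature, 60 minutes. Remaining ATP depleted, ADP converted and read as luminescence.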
PLK1 PBD inh = inhibitors of human PLK1 polo-box domain binding; P53350; Plk1 PBD binding of FITC phosphopeptide, fluorescence polarization; Potency, µM, for inactives: max response, negative = inhibition, most hits filed as inhibitors; 360,000 tested, 2.8% active; AID 720504; also: potency is read from the fitted curve at half-maximal effect; series mostly up to about 57 µM; % is scaled to controls: 0 for no effect and ±100 for the full control effect; nearly all actives have a fitted effect of over 65% in size
Target sequence (P53350 whole entry, looked up, the tested form may be a part): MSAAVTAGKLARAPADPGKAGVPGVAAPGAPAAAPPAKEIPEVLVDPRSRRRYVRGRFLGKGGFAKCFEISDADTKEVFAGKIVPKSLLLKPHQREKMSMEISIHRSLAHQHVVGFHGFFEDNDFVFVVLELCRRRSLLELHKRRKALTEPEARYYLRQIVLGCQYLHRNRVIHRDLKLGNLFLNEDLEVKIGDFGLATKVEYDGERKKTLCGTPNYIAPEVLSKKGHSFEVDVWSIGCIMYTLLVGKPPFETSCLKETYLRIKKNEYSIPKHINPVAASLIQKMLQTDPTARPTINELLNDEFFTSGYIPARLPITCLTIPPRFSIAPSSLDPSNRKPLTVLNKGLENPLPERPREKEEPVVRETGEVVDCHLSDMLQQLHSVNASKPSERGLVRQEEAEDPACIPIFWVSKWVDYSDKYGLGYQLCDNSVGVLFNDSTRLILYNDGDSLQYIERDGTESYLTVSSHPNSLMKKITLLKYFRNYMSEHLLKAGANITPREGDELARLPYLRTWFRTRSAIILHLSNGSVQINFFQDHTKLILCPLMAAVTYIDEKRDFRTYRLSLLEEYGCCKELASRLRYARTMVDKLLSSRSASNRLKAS
EPAC2 agonist = agonists of human EPAC2 (RAPGEF4) | EPAC2 activation, biochemical qHTS; response scale: 100% = 6.5 mM cAMP response | Q8WZA2 | Potency, µM (top dose mostly 154 µM), for inactives: top-dose activation, most hits filed as activators | 360,000 tested, 0.079% active; also: potency is read from the fitted curve at half-maximal effect; nearly all actives have a fitted effect of over 50% in size
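Each well held 100 nM EPAC2, 250 nM RAP1B-BODIPY-GDP and 50 uM GDP. Fluorescence, read at 5-min intervals to 30 min, was referenced to a 6.5 mM cAMP positive control.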
IL2 activator = activates IL-2 in a cell-based reporter assay; IL-2 activation reporter assay, cell-based qHTS; stimulated with anti-CD3/CD4/CD28 beads; in transgenic mouse T cells; AID 652025; activation, % (series mostly up to about 46 µM); 360,000 tested, 0.065% active; in the data active = activation above about 50%; inconclusive = mostly about 30% to 49%; also: 0% is about no effect
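Using fluorescent plate cytometry, EGFP and DsRed are detected in transgenic mouse T cells stimulated 18 h at 37 degrees C with antibody-coated beads after 60 min compound pretreatment.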
CCT chaperon mod = cytosolic chaperonin activity modulation | purified chaperonin ATPase assay, HTRF ADP detection, 30 min | activity change, % (test concentration not listed), hits read low | 360,000 tested, 0.3% active | AID 651819; in the data active = activity change below about -30%; also: % is scaled to controls: 0 for no effect and ±100 for the full control effect
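First, chaperonin was dispensed at 40 nM or 20 nM final depending on batch activity. Next, compounds were pinned at 76 uM and ATP added at 10 uM. After 30 min at 37 °C, ADP detection reagents ran 30 min at ambient temperature.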
EPAC1 agonist = agonists of human EPAC1 | EPAC1 agonist qHTS, biochemical assay; response scale: 100% = response to 6.5 mM cAMP | Potency, µM (titrated, usually from 154 µM), without a hit: top-dose activation, actives largely listed as activators | 360,000 tested, 0.073% active | AID 720707 | O95398; also: potency is read from the fitted curve at half-maximal effect; nearly all actives have a fitted effect of over 60% in size
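Multi-concentration qHTS readout: loss of Rap1B-bound BODIPY-GDP fluorescence driven by 100 nM EPAC1 with excess GDP (50 uM), monitored kinetically at room temperature; agonist response expressed relative to 6.5 mM cAMP.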
WRN inhibitor = WRN helicase (human) inhibition | Q14191 | WRN helicase unwinding, fluorescent forked duplex, kinetic | Potency, µM (top dose mostly 114 µM), inactives show at the highest dose activity change, negative = inhibition, most hits filed as inhibitors | 360,000 tested, 0.46% active | AID 651768; also: potency is read from the fitted curve at half-maximal effect; % is scaled to controls: 0 for no effect and ±100 for the full control effect; nearly all actives have a fitted effect of over 55% in size
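WRN at 20 nM final was preincubated with compound for 15 min at room temperature; reaction started with 100 nM forked duplex oligonucleotide carrying fluorophore and quencher plus 2 mM ATP (final). Unwinding followed kinetically by red fluorescence (ex 525/em 598 nm).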
* hit, by the source's call; ? = inconclusive; . = not tested or not shown; [ ] = another dose, or the depositor's remark. Unless noted, calls follow the shape of the dose curve; as a rule, active = well fitted curve in the direction sought with a large enough effect; inconclusive = small, poorly fitted or top-dose-only effect, or another doubt; inactive = no such curve, though single readings can be large; an effect the other way counts as inactive or inconclusive. This is a subset. The share of hits here may be higher or lower than overall.

compound | EPAC1 antag | PI5P4Ka inh | PLK1 PBD inh | EPAC2 agonist | IL2 activator | CCT chaperon mod | EPAC1 agonist | WRN inhibitor
COc1ccc(NC(=O)c2cc(-c3ccccc3)nc3c2c(C)nn3-c2ccccc2)c(OC)c1 | -9% | 13 | -3% | 13% | -3.8 | -2.1 | 13% | -12%
COc1ccc(N2C(=O)C(CC(=O)Nc3ccccc3)N(Cc3ccc4c(c3)OCO4)C2=O)cc1 (configuration not stated) | 1% | . | -3% | 9% | 0.3 | 0.9 | 8% | 0%
O=C(O)CCN1C(=O)C(=C2CCCCCC2)SC1=S | 5% | -10 | ? | 4% | 0.4 | -0.6 | 8% | -4%
O=C(CSc1ncn[nH]1)NN(c1ccccc1)c1ccccc1 | -21% | -8 | -6% | -6% | -2.6 | 1.2 | -10% | -1%
CN(CC(=O)Nc1ccccc1)CC(=O)Nc1ccc(F)cc1 | 7% | 0 | -8% | 10% | -3.3 | -3.6 | 3% | 3%
COC(C(=O)Nc1cc([N+](=O)[O-])ccc1C)c1ccccc1 (configuration not stated) | 6% | 2 | -3% | 0% | -1.8 | -0.1 | -6% | 3%
O=C(NNC(=O)C1CCN(S(=O)(=O)c2ccc(Cl)cc2)CC1)c1ccc(S(=O)(=O)N2CCCCC2)cc1 | 16% | 5 | -3% | -2% | 0.5 | -0.8 | -19% | 4%
Clc1ccccc1CN(Cc1ccccc1)C(c1cccs1)c1nnnn1C1CCCC1 (configuration not stated) | -10% | 0 | -7% | 3% | -2.4 | -0.7 | 1% | -9%
CC[C@@]1(C(=O)OC)N[C@H](CN(C)C(=O)C2CCCCC2)[C@@H]2C(=O)N(C)C(=O)[C@@H]21 | 12% | -2 | 2% | 1% | 0.5 | 1.0 | -10% | 9%
O=S1(=O)CCOC[C@H](Cc2ccccc2)N1Cc1cccc(C(F)(F)F)c1 | ? | 20 | -15% | 14% | -0.6 | -1.1 | -30%[inhibitor] | -12%[57.1 µM]
CCOc1ccccc1NC(=O)COC(=O)C(CC(C)C)N1C(=O)C2CC=CCC2C1=O (configuration not stated) | -8% | -2 | -6% | 3% | -0.5 | -0.6 | -7% | -31%
Cc1ccc(N(Cc2ccc(C(=O)NC3CCCCC3)cc2)S(C)(=O)=O)cc1C | 7% | . | -1% | -3% | -0.8 | -3.6 | 5% | 2%
O=C(Nc1ccc([N+](=O)[O-])cc1Cl)c1cccc([N+](=O)[O-])c1 | -14% | 1 | -7% | 3% | -0.9 | -1.3 | 5% | 5%
CC(C)Cn1nc(NS(=O)(=O)c2cccc3nonc23)c2cc3ccccc3nc21 | 13% | -9 | -8% | -7% | -3.8 | -0.7 | -2% | -6%
O=C1N=C(N2CCOCC2)SC1=C1CCCCC1 | 9% | 1 | -4% | 1% | -2.3 | -2.1 | -1% | 10%
Cc1ncc(CO)c2c1Oc1nc(-c3ccccc3)nc(SCC(=O)Nc3cccc(O)c3)c1C2 | -26% | ? | -5% | 8% | -0.3 | 0.8 | -16% | -15%
c1ccc(COc2ccc(OCCOCCn3cncn3)cc2)cc1 | 17% | 1 | -5% | -1% | -1.5 | -0.6 | 3% | 1%
CN(C(=O)c1ccc(NC(=O)Cc2ccc(NC(=O)C3CCCN(C(=O)C4CCC4)C3)cc2)cc1)C1CCCC1 (configuration not stated) | 15% | -2 | -2% | -9% | -0.4 | 0.2 | -13% | -1%
COc1ccc(Cc2nnc(NC(=O)c3ccc(Cl)c([N+](=O)[O-])c3)s2)cc1 | 2% | -3 | 0% | 7% | -1.6 | 0.1 | -7% | 4%
CN(C)c1ccc(N2C(=NC(=O)COc3ccccc3)SC3CS(=O)(=O)CC32)cc1 (configuration not stated) | -3% | -5 | -6% | -3% | -1.4 | 2.4 | 1% | 2%
Cc1nn(C(=O)c2c([N+](=O)[O-])cnn2C)c(C)c1Cl | -1% | -1 | -10% | 6% | -0.7 | -2.1 | -2% | -12%
COCCSc1ccccc1C(=O)NCc1ccc(S(N)(=O)=O)cc1 | -3% | . | -3% | 6% | -2.5 | -1.4 | 7% | 4%
O=S(=O)(CCN1CCOCC1)c1ccc(Oc2ccc(S(=O)(=O)CCN3CCOCC3)cc2)cc1 | -14% | -6 | -11% | -2% | 0.1 | -4.7 | 1% | 5%
C=CCn1c(=O)c2ccccc2n2c(SCc3c(C(=O)OCC)oc4ccccc34)nnc12 | -15% | 8 | -7% | 6% | 3.3 | -3.0 | 7% | -8%

Rewritten with the structure last: entries from further up.
EPAC1 antag | PI5P4Ka inh | PLK1 PBD inh | EPAC2 agonist | IL2 activator | CCT chaperon mod | EPAC1 agonist | WRN inhibitor | SMILES
-14% | -6 | -11% | -2% | 0.1 | -4.7 | 1% | 5% | O=S(=O)(CCN1CCOCC1)c1ccc(Oc2ccc(S(=O)(=O)CCN3CCOCC3)cc2)cc1
9% | 1 | -4% | 1% | -2.3 | -2.1 | -1% | 10% | O=C1N=C(N2CCOCC2)SC1=C1CCCCC1

New compounds follow.
Each structure is followed by: EPAC1 antag	PI5P4Ka inh	PLK1 PBD inh	EPAC2 agonist	IL2 activator	CCT chaperon mod	EPAC1 agonist	WRN inhibitor
> Clc1cccc(Cc2c(-c3cccc(Br)c3)nc3ccc(Br)cn23)c1
 : -27%	-3	?	11%	-0.7	2.6	3%	-18%
> CCOc1cc(C(=S)N2CCOCC2)ccc1OC(=O)c1cc(OC)c(OC)c(OC)c1
 : -1%	7	-6%	4%	0.0	-0.6	-3%	0%
> COc1ccc(S(=O)(=O)Nc2cccnc2)c(Cl)c1Cl
 : -17%	5	-8%	4%	0.3	-1.1	11%	-5%
> O=C(c1cccs1)N1CCCC(c2nc3c(nnn3Cc3ccc(F)cc3)c(=O)[nH]2)C1 (configuration not stated)
 : 2%	17	-9%	2%	-1.9	0.8	1%	0%
> Cn1c(NC(=O)c2ccc(F)c(F)c2)cc(=O)n(C)c1=O
 : 2%	1	0%	3%	-2.9	0.2	-11%	2%
> Cc1ccc(C(=O)OCC(=O)NCc2ccc3c(c2)OCO3)o1
 : 1%	-13	-9%	9%	0.3	-1.0	8%	8%
> O=C(CSc1nnc2ccccn12)Nc1ccccc1Cl
 : -1%	0	-4%	7%	-0.3	1.3	4%	-6%
> O=C(CSc1nnc(-c2cccs2)n1-c1ccccc1)N1CCCc2ccccc21
 : -12%	.	-1%	-6%	-1.4	0.7	-8%	-27%
> COc1ccc(NC(=O)c2cc(C3CCCCN3C(=O)c3cccs3)on2)c(C)c1 (configuration not stated)
 : 9%	3	-1%	8%	-0.3	1.7	-3%	-1%
> COC(=O)c1ccc(NC(=O)C(=O)N2CCN(C(=S)NCCc3ccccc3)CC2)cc1
 : -19%	2	-18%	6%	-1.5	0.2	15%	3%
> CCC(C)NC(=O)CCn1c(=O)c2cccn2c2ccc(F)cc21 (configuration not stated)
 : -13%	-5	1%	4%	-4.9	-1.3	7%	2%
> Cc1ccc(Nc2ccc(C(=O)NCCc3ccccc3)cn2)cc1
 : -12%	1	-2%	-14%	0.3	-2.9	-9%	6%
> COc1ccc(OC)c(CN2CCN(Cc3ccc(OC)c(OC)c3OC)CC2)c1
 : 13%	-16	-17%	11%	-1.0	-1.8	16%	5%
> CCCCOC(=O)c1ccc(NC(=S)N2CCN(c3ncc4c(=O)c(C(=O)O)cn(CC)c4n3)CC2)cc1
 : -1%	-4	?	-14%	-4.0	-0.8	5%	-10%
> Cc1cccc(NC(=O)CS(=O)(=O)Cc2ccccc2)n1
 : 20%	4	1%	-1%	-2.2	1.6	-1%	9%

Sorted by formula weight (largest number first): 3 of the compounds above.
Each structure is followed by: EPAC1 antag	PI5P4Ka inh	PLK1 PBD inh	EPAC2 agonist	IL2 activator	CCT chaperon mod	EPAC1 agonist	WRN inhibitor
> CCOc1cc(C(=S)N2CCOCC2)ccc1OC(=O)c1cc(OC)c(OC)c(OC)c1
 : -1%	7	-6%	4%	0.0	-0.6	-3%	0%
> O=C(CSc1nnc(-c2cccs2)n1-c1ccccc1)N1CCCc2ccccc21
 : -12%	.	-1%	-6%	-1.4	0.7	-8%	-27%
> O=C(CSc1nnc2ccccn12)Nc1ccccc1Cl
 : -1%	0	-4%	7%	-0.3	1.3	4%	-6%

(next part)
Each structure is followed by: EPAC1 antag	PI5P4Ka inh	PLK1 PBD inh	EPAC2 agonist	IL2 activator	CCT chaperon mod	EPAC1 agonist	WRN inhibitor
> COc1cccc(CN(C)C(=O)c2ccc(Cl)c(S(=O)(=O)N3CCCCCC3)c2)c1OC
 : 0%	4	-7%	25%	-0.5	-4.2	4%	0%
> CC(Oc1ccc2c(c1)oc(=O)c1ccccc12)C(=O)NCC1CCC(C(=O)O)CC1 (configuration not stated)
 : 0%	10	3%	1%	-0.2	0.4	-7%	-3%
> NC(=S)N/N=C/c1cccc(Br)c1
 : -3%	-6	-16%	10%	0.3	-3.3	5%	3%
> CCOC(=O)C1CCN(C(=O)c2ccccc2NS(=O)(=O)c2ccc(F)cc2)CC1
 : 7%	6	2%	1%	1.2	1.2	4%	-5%
> CCOc1cc(C(=O)O/N=C(\N)c2ccc([N+](=O)[O-])cc2)cc(OCC)c1OCC
 : -3%	0	-4%	3%	-2.2	-1.9	-2%	-6%
> Cn1nc(C(F)(F)F)c2cc(C(=O)NC3CC3)sc21
 : -4%	-4	-1%	1%	0.2	0.7	-4%	6%
> O=C(NC1CCCCC1)c1cc2nc3c(c(C(F)(F)F)n2n1)CCCC3
 : -5%	0	-15%	4%	0.8	-0.8	-8%	-15%
> CSc1sc(C(=O)N2CCCCC2)c(-c2cccs2)c1C#N
 : -16%	-8	4%	7%	-0.3	-1.4	2%	7%
> O=C(C1c2ccccc2C(=O)N2CCc3ccccc3C12)N1CCN(Cc2ccccc2)CC1 (configuration not stated)
 : 0%	.	-8%	3%	1.3	0.4	0%	-1%
> Cc1ccccc1N=C1C(=O)Nc2ccccc21
 : 8%	1	-8%	8%	-0.4	-2.6	3%	2%
> Cc1ccc(NC(=O)C2CCN(C(=O)[C@@H]3Cc4ccccc4CN3)CC2)c(C)c1
 : 4%	3	-10%	3%	3.3	0.1	13%	-12%
> O=S(=O)(NCCc1ccccc1F)c1cccc(S(=O)(=O)N2CCOCC2)c1
 : -4%	.	5%	6%	0.2	1.0	6%	-3%[57.1 µM]
> CCC(C)c1ccc(NC(=O)CC(C)=O)cc1 (configuration not stated)
 : 10%	-2	-2%	6%	4.1	-0.9	-7%	10%
> Cc1cc(C)c2nc(SCC#N)cc(C)c2c1
 : -10%	.	-18%	15%	1.2	-1.4	18%	-6%
